miR-122 sensor: miR-122 inhibition in Huh7 cells; AID 602342; 340,000 tested, 0.3% active; Huh7 miR-122 Renilla luciferase sensor, 48 h; neutral wells = 0, positive control = 100; activation (reporter increase), % at 12.5 µM;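 active = mean replicate activation score at least 90 and every replicate individually at or above 90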;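 also: higher luciferase means less miR-122 activity so hits act as miR-122 inhibitors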
CASP6 VEID inh: inhibitors of human caspase-6. P55212. purified caspase-6, Z-VEID-R110 cleavage fluorescence. inhibition, % at 12.5 µM. 350,000 tested, 0.53% active;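 active = mean inhibition across replicates at least about 35%, with every replicate also reaching that limit, limit read from the data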;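 also: 0% = median of neutral control wells and 100% = no fluorescence left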
Target sequence (P55212 24-179 limits assumed): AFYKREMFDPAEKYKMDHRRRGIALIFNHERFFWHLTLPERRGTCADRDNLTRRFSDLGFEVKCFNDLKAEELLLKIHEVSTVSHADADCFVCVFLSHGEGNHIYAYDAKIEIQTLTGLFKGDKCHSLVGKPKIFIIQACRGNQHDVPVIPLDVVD
Target sequence (P55212 194-293 limits assumed): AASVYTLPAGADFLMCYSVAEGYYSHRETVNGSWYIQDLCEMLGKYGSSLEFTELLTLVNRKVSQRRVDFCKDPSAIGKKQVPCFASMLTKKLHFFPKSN
F508del corr: correctors of CFTR F508del function in bronchial epithelial cells; CFBE cells, YFP halide quenching; stimulated with forskolin plus potentiator P3; % fluorescence drop versus neutral controls; activity (quench increase), % at 7.58 µM; 350,000 tested, 0.36% active; AID 720511;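 active = mean added fluorescence quench of at least 8% versus neutral control, with both replicates also reaching 8%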;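 also: cells transiently co-express mutant CFTR-F508del with the halide-sensitive YFP; corrector assay measuring rescue of mutant channel to the surface after 24 h compound exposure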
DENV2 CPE rescue: inhibitors of DENV2 cytopathic effect | DENV2-infected cells, cytopathic effect rescue, plate reader | CPE inhibition, % at 9.99 µM | 350,000 tested, 1.7% active; in the data active = CPE inhibition above about 20%, passing the limit was not always enough; tested in BHK-21 cells;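 also: 0% = median of neutral control wells and 100% = median of positive control wells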
ERp5 block: blocks human ERp5 reductase activity on insulin | AID 651711 | inhibition, % at 9.99 µM | ERp5 insulin aggregation, absorbance 650 nm, 90 min | 350,000 tested, 0.05% active | Q15084;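 active = mean replicate inhibition above about 25%, with every replicate also reaching it, limit read from the data, passing the limit was not always enough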
Target sequence (Q15084 whole entry, looked up): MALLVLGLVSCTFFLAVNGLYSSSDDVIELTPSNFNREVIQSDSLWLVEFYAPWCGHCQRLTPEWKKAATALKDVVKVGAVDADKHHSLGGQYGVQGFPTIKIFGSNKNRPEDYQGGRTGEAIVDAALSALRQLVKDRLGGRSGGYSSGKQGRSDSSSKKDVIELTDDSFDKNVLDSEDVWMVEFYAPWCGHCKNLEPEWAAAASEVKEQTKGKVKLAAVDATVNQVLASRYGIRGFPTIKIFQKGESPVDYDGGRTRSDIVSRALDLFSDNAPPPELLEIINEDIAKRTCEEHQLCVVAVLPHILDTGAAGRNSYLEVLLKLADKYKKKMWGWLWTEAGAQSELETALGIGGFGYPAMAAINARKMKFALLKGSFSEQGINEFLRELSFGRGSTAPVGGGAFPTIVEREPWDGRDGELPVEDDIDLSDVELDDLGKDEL
ERAP1 inh: ERAP1 (human) enzyme inhibition; recombinant ERAP1, Leu-AMC fluorescence, 60 min; Q9NZ08; 340,000 tested, 0.15% active; inhibition, % at 10.7 µM;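 active = mean replicate inhibition of at least 30%, or all replicates individually reaching that 30% level; inactive = mean below 30% and not every replicate reaching it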;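 also: 0% = neutral control wells and 100% = L-leucinethiol positive control wells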
SIRT5 block: blocks human SIRT5 desuccinylation of peptide; Q9NXA8; Purified SirT5, succinyl-peptide AMC, trypsin-coupled fluorescence; inhibition, % at 15 µM; 330,000 tested, 1.1% active; AID 652115; in the data active = inhibition above about 15%
Target sequence (Q9NXA8 whole entry, looked up): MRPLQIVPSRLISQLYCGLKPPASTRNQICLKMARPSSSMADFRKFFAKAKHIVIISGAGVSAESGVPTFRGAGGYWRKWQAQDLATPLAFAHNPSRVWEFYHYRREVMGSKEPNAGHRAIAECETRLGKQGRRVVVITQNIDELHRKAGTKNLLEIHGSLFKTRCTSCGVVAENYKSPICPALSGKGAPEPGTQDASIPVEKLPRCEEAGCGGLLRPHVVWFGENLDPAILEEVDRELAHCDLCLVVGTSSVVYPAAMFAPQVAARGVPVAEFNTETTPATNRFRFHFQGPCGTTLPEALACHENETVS
Numbers without * were called inactive; x = no result given; [ ] = dose if it differs, or a comment.

compound	miR-122 sensor	CASP6 VEID inh	F508del corr	DENV2 CPE rescue	ERp5 block	ERAP1 inh	SIRT5 block
CC(C)NC(=O)N(C)C[C@@H]1OCCCC[C@@H](C)Oc2ccc(NC(=O)CCCN(C)C)cc2C(=O)N([C@@H](C)CO)C[C@@H]1C	-2[16.7 µM]	-3	0.7	-1	-1	3	-2
COc1cc(OC)c(C(=O)NNC(=O)c2ccccc2-n2cccc2)cc1OC	22	0	-5.5	3	5	-2	-3
CC(=O)Nc1ccc(S(=O)(=O)N[C@@H](C)C(=O)NC2CCCc3ccccc32)cc1 (some centres not stated)	9	-1	-3.5	-4	0	3	-12
CC(C(=O)Nc1ccc(F)c(F)c1F)N(C)CC(=O)Nc1ccccc1Br (configuration not stated)	16	0	1.3	8	-1	0	0
CNC[C@@H]1Oc2ccc(NC(=O)CCN3CCOCC3)cc2CC(=O)N([C@H](C)CO)C[C@@H]1C	1[16.7 µM]	0	0.0	-2	2	-2	-2
CCCCN(Cc1nc2ccccc2c(=O)[nH]1)C(=O)COc1ccc(F)cc1Cl	-6	3	-4.4	-2	0	-4	2
O=C(c1ccccc1F)N1CC[C@@H]2[C@H]1c1cc(-c3ccccc3)ccc1N[C@@H]2CO	-1[16.7 µM]	1	0.8	3	0	-1	3
CCCCC[C@H](C)N1C[C@@H](COCc2ccccc2)Oc2cc(N3CC[C@@H](O)C3)ccc2S1(=O)=O	x	-2	-1.7	-15	-2	x	6
Cc1ccc(CNC(=O)CCC(=O)Nc2nnc(C)s2)cc1	x	-6	-2.3	-8	3	0	-1
Cn1cnc2c(ncn2C2OC(CO)C(O)C2O)c1=S (configuration not stated)	x	3	-0.2	-10	-3	7	x
Cc1ccc(C(=O)NN2C(=O)/C(=C/c3cccn3C)SC2=S)cc1	-7	0	2.2	3	-2	2	-2
O=c1[nH]cc(O)c(=O)[nH]1	-5	3	1.3	2	2	1	1

Copied from the entries so far, two compounds:
compound	miR-122 sensor	CASP6 VEID inh	F508del corr	DENV2 CPE rescue	ERp5 block	ERAP1 inh	SIRT5 block
Cc1ccc(C(=O)NN2C(=O)/C(=C/c3cccn3C)SC2=S)cc1	-7	0	2.2	3	-2	2	-2
O=c1[nH]cc(O)c(=O)[nH]1	-5	3	1.3	2	2	1	1

(further entries)
compound	miR-122 sensor	CASP6 VEID inh	F508del corr	DENV2 CPE rescue	ERp5 block	ERAP1 inh	SIRT5 block
CN(C)c1nc(N/N=C/c2c[nH]c3ccccc23)nc(N2CCOCC2)n1	x	4	-0.2	-2	0	-2	x
CN(C)CC(=O)N[C@H]1C=C[C@H](CC(=O)NCc2ccc(Cl)cc2)O[C@@H]1CO	x	1	-1.3	0	-5	3	0
CCN(CC)C(=O)COc1ccc(/C(C)=N/Nc2ncc(Cl)cc2Cl)cc1	-2	1	2.2	12	0	-5	-2
CC(C)C[C@H]1COCc2cn(nn2)CC[C@@H](Cc2ccccc2)C(=O)N1	x	-2	x	2	14	2	-1
CC(=O)NS(=O)(=O)c1ccc(N=NN2CCCCC2)cc1	-6	0	x	15	4	1	2
O=C(C[C@@H]1CC[C@@H]2[C@H](COC[C@H](O)CN2Cc2ccc(F)cc2)O1)NCc1ccccc1Cl	-2[16.7 µM]	0	5.1	9	-4	-1	-4
COc1cccc(-c2cc3nc(Nc4ccc(OC)c(OC)c4)n(C)c(=O)c3s2)c1	1	3	-0.2	-3	1	0	-1
CC1(C)S[C@@H]2[C@H](NC(=O)C(NC(=O)N3CCNC3=O)c3ccccc3)C(=O)N2[C@H]1C(=O)O (some centres not stated)	17	-2	-3.5	1	1	0	0
COc1cc2c(cc1OC)CN(C(=O)C1CCN(S(=O)(=O)c3ccccc3F)CC1)CC2	-9	2	-0.1	-6	4	0	-5
CCOc1cc(/C=C(\CC(=O)O)c2nc3ccccc3s2)ccc1OCC(=O)Nc1cccc(C(F)(F)F)c1	x	1	-2.1	-7	5	-4	4
Cc1cc(NC(=O)c2cc(-c3ccncc3)nc3ccccc23)ccc1Br	x	-2	0.6	-2	1	-3	x
Cc1nn(CC(=O)Nc2ccc(F)cc2)c(=O)c2ccccc12	12	0	1.9	-4	-4	-2	-1

New compounds follow
compound	miR-122 sensor	CASP6 VEID inh	F508del corr	DENV2 CPE rescue	ERp5 block	ERAP1 inh	SIRT5 block
COc1ccc(NC(=O)Nc2ccc3c(c2)C(=O)N([C@H](C)CO)C[C@@H](C)[C@@H](CN(C)Cc2ccc(Cl)c(Cl)c2)OCCCC[C@H](C)O3)cc1	-4[16.7 µM]	1	2.1	8	-4	3	4
COc1ccccc1C(=O)N/N=C1/NC(=O)CC(C(=O)Nc2ccccc2)S1 (configuration not stated)	x	0	0.3	-2	1	x	-2
O=C(NCC(c1ccco1)N1CCc2ccccc21)c1cccc(F)c1 (configuration not stated)	7	1	6.0	8	1	-2	8
Cc1ccc(NS(=O)(=O)c2c(C)nc3sccn3c2=O)cc1	3	2	-1.6	3	-6	5	8
CCN(Cc1ccccc1)S(=O)(=O)c1cc2c3c(c1)CCN3C(=O)CC2	21	1	-0.5	-9	0	-3	6
CC(=O)c1ccccc1NC(=O)COC(=O)c1cc[n+]([O-])cc1	0	2	-0.4	-2	2	1	-2
COc1ccc(-c2csc3ncnc(N4CCN(S(=O)(=O)c5ccc(C)c(C)c5)CC4)c23)cc1	-4	0	-3.4	-1	5	4	0
C#C[C@]1(OC(C)=O)CCC2C3CCC4=CC(=O)CC[C@@H]4C3CC[C@@]21C (some centres not stated)	-3	x	-4.1	18	-3	-1	0
Cc1ccc(OCCC(=O)OCC(=O)NC(=O)c2ccccc2)cc1	x	-1	-1.5	3	-4	4	-4
CCS(=O)(=O)N1CCC2(CC1)CN(C(=O)Cc1ccccn1)[C@@H](CO)c1[nH]c3cc(OC)ccc3c12	x	-2	-2.2	3	1	1	x
CCCc1nc2nc(C)c(NS(=O)(=O)c3ccc(C(C)(C)C)cc3)c(=O)n2[nH]1	-6	-4	2.6	-6	1	2	-3
COc1ccc(NC(=O)N2CCCC2C(=O)NCc2ccc(C)cc2)cc1 (configuration not stated)	x	-2	0.6	5	2	0	-3

Remaining list, next part
compound	miR-122 sensor	CASP6 VEID inh	F508del corr	DENV2 CPE rescue	ERp5 block	ERAP1 inh	SIRT5 block
C[C@@H]1CN([C@H](C)CO)S(=O)(=O)c2ccc(-c3cccc(F)c3)cc2O[C@H]1CN(C)S(C)(=O)=O	-5[16.7 µM]	0	x	1	3	3	2
CO[C@H]1CC[C@H]2CCN(C)C(=O)[C@H](C)CN(C)C(=O)c3cc(C#N)ccc3OC[C@H]1O2	x	-3	x	-3	-2	-2	2
O=S(=O)(Nc1ccccc1)c1ccc(-c2cnc(C3CC3)o2)cc1	159*	7	4.2	-4	0	-3	3
CC(=O)c1ccc(NC(=O)COC(=O)CCN2C(=O)c3cccc([N+](=O)[O-])c3C2=O)cc1	x	2	2.4	0	0	-1	2
Cn1nc(-c2ccccc2)c(CN2CCN(c3ncccn3)CC2)c1Cl	x	0	-0.7	13	-1	-1	x
Fc1ccc(NC(=S)Nc2cccc3ccccc23)cc1F	-5	1	2.3	-6	-10	-2	-3
COc1cccc2cc(C(=O)NCc3ccccc3Br)c(=O)oc12	-8	-2	0.1	2	3	2	-3
O=C(NCCS(=O)(=O)N1CCN(c2ccccc2)CC1)C1CCCCC1	-3	-1	-4.5	2	-2	7	-3
CC(C)NC(=O)Nc1ccc2c(c1)CC(=O)N([C@@H](C)CO)C[C@H](C)[C@H](CN(C)C)O2	7[16.7 µM]	-1	-0.4	-2	2	2	-3
O=C(C[C@H]1C[C@@H]2c3cc(NC(=O)C4CCOCC4)ccc3O[C@@H]2[C@H](CO)O1)NC1CCCC1	-3[16.7 µM]	-3	0.9	-5	-4	0	-2
O=C(Nc1ccc(C(=O)c2ccccc2)cc1)c1ccccc1	x	0	-2.3	2	3	2	-3
CCN1CCN(S(=O)(=O)c2ccc(Cl)c(C(=O)NC3CCC(C)CC3)c2)CC1 (configuration not stated)	3	-82	1.5	-4	-1	3	2

Other structures:
compound	miR-122 sensor	CASP6 VEID inh	F508del corr	DENV2 CPE rescue	ERp5 block	ERAP1 inh	SIRT5 block
Cc1ccc(Cn2c(SCC(=O)NCC3CCCO3)nc3ccsc3c2=O)cc1 (configuration not stated)	x	1	-1.4	-5	-10	-3	-5
C[C@@H](NC(=O)C[C@H]1CC[C@H](NC(=O)c2cccnc2)[C@@H](CO)O1)c1ccccc1	-8[16.7 µM]	-1	-0.5	-1	1	0	-1
Cc1cc(S(=O)(=O)Nc2ccc(N3CCOCC3)cc2)ccc1Br	x	2	-2.6	10	5	0	-3
O=C(CN1C(=O)c2ccccc2C1=O)Nc1cccc(Cl)c1	-2	-1	1.2	6	0	-1	-3
C[C@@H]1CN([C@@H](C)CO)C(=O)c2cc(NS(=O)(=O)c3ccc(Cl)cc3)ccc2O[C@@H](C)CCCCO[C@@H]1CN(C)S(=O)(=O)c1cn(C)cn1	-3[16.7 µM]	0	0.5	-9	1	-4	-2
CCCN1[C@@H]2Cn3c(ccc(-c4ccccc4)c3=O)[C@H]1[C@@H](C(=O)NCCc1cn(C)cn1)[C@@H]2CO	-4[16.7 µM]	1	0.8	-1	-4	1	-2
CO[C@@H](CN(C)S(=O)(=O)c1ccc(F)cc1)[C@H](C)CN([C@@H](C)CO)S(=O)(=O)c1cccc(Cl)c1	x	-1	2.1	-1	0	-2	x
CN(C)S(=O)(=O)c1cccc(NS(=O)(=O)c2ccc(Cl)s2)c1	x	1	1.5	1	3	0	5
CCCNC(=O)N(C)C[C@H]1Oc2ncc(-c3cccc(C#N)c3)cc2C(=O)N([C@H](C)CO)C[C@H]1C	x	-3	3.0	10	2	-2	-3
C[C@H](CO)N1C[C@H](C)[C@H](CN(C)C(=O)Nc2ccc(C(F)(F)F)cc2)Oc2ccc(NC(=O)C3CC3)cc2CC1=O	-1[16.7 µM]	2	0.4	-9	0	-1	0
COc1cc2ccc(CC(N)=O)cc2cc1OC	x	8	-2.8	5	8	-4	x
CCCCN1CC(COCc2ccccc2)Oc2cccc(NCc3ccc(OC)cc3)c2S1(=O)=O (configuration not stated)	40	0	-0.6	-4	1	2	2
C[C@@H]1CN([C@H](C)CO)C(=O)Cc2cc(NS(=O)(=O)c3ccccc3)ccc2O[C@H]1CN(C)Cc1ccc(C(F)(F)F)cc1	2[16.7 µM]	0	2.2	12	5	-2	0
C[C@H]1CN=C(N(C)C)N1CCCCc1ccccc1	1	-5	1.5	-5	-1	-4	0
C[C@@H]1CN([C@H](C)CO)C(=O)c2cc(-c3ccccc3)cnc2O[C@@H]1CN(C)C(=O)c1ccccc1F	x	x	2.8	105*	5	x	-3

Entries above containing two or more sulfur atoms (eight):
compound	miR-122 sensor	CASP6 VEID inh	F508del corr	DENV2 CPE rescue	ERp5 block	ERAP1 inh	SIRT5 block
Cc1ccc(C(=O)NN2C(=O)/C(=C/c3cccn3C)SC2=S)cc1	-7	0	2.2	3	-2	2	-2
Cc1ccc(NS(=O)(=O)c2c(C)nc3sccn3c2=O)cc1	3	2	-1.6	3	-6	5	8
COc1ccc(-c2csc3ncnc(N4CCN(S(=O)(=O)c5ccc(C)c(C)c5)CC4)c23)cc1	-4	0	-3.4	-1	5	4	0
C[C@@H]1CN([C@H](C)CO)S(=O)(=O)c2ccc(-c3cccc(F)c3)cc2O[C@H]1CN(C)S(C)(=O)=O	-5[16.7 µM]	0	x	1	3	3	2
Cc1ccc(Cn2c(SCC(=O)NCC3CCCO3)nc3ccsc3c2=O)cc1 (configuration not stated)	x	1	-1.4	-5	-10	-3	-5
C[C@@H]1CN([C@@H](C)CO)C(=O)c2cc(NS(=O)(=O)c3ccc(Cl)cc3)ccc2O[C@@H](C)CCCCO[C@@H]1CN(C)S(=O)(=O)c1cn(C)cn1	-3[16.7 µM]	0	0.5	-9	1	-4	-2
CO[C@@H](CN(C)S(=O)(=O)c1ccc(F)cc1)[C@H](C)CN([C@@H](C)CO)S(=O)(=O)c1cccc(Cl)c1	x	-1	2.1	-1	0	-2	x
CN(C)S(=O)(=O)c1cccc(NS(=O)(=O)c2ccc(Cl)s2)c1	x	1	1.5	1	3	0	5
